Screening results (PubChem)
OX1R antag-1: antagonists of human orexin 1 receptor (OX1R) | OX1R-expressing cells, FRET antagonist read-out | inhibition, % at 6.6 µM | actives 1.8% (n = 330,000) | AID 485270, 2010; in the data active = inhibition mostly above about 38%, no sharp cut-off; inactive = mostly below about 40%;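 also: 0% = agonist challenge alone and 100% = reference antagonist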
Target sequence (O43613 whole entry, looked up): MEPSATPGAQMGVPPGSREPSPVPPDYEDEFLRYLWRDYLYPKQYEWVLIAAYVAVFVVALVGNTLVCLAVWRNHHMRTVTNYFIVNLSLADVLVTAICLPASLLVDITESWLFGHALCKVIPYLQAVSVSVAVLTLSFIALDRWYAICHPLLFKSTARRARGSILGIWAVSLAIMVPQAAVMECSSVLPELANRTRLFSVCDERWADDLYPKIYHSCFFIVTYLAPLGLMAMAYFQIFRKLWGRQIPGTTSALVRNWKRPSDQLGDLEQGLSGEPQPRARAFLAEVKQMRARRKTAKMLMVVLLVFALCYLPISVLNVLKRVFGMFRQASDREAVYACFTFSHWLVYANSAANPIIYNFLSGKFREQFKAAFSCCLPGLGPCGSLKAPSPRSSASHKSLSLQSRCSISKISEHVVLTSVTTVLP
STK33 kinase inh: inhibitors of purified STK33 kinase, primary screen, biochemical, ADP-Glo luminescence, homogeneous, cell-free | MBP phosphorylation | Serine/threonine-protein kinase 33 (Homo sapiens), Q9BYT3 | AID 2661, 2010 | actives 0.073% (n = 320,000) | inhibition, % at 10 µM;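 active = inhibition at or above 25%, using the most active replicate where run in duplicate; inactive = inhibition below 25%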
Target sequence (Q9BYT3 whole entry, looked up): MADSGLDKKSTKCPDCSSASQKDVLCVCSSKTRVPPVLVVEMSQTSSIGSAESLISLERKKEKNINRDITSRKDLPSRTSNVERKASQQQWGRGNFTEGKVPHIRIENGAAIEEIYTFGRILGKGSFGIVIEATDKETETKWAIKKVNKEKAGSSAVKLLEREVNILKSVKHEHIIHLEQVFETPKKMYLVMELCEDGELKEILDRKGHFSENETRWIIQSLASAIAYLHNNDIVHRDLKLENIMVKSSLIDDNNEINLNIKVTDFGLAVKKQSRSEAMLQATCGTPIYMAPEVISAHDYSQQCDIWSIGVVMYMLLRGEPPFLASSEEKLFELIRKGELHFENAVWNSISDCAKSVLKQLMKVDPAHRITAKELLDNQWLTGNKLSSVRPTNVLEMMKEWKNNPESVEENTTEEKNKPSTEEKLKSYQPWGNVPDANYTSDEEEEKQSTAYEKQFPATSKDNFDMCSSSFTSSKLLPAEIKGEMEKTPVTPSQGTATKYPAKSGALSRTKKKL
OX1R antag-2: OX1R (HCRTR1) antagonists, primary screen, fluorescence, CHO/OX1R cells, Fluo-8 calcium, orexin A; Fluo-8 calcium fluorescence; inhibition, % at 5 µM; actives 0.43% (n = 330,000); AID 434989, 2010;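 active = inhibition above its plate's threshold, mean inhibition of all tested compounds on the plate plus 3 SD, cut at about 37% in these data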;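 also: 0% = orexin A challenge wells and 100% = SB-334867-A antagonist wells; not every result past the cut was called active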
* marks the source's active call; other numbers are inactive results; . = no result given.

OX1R antag-1,STK33 kinase inh,OX1R antag-2,Molecule
-7.5,-2.0,-7.2,CC1CCCCC1NC(=O)C1CCC(CNS(=O)(=O)c2ccc(F)cc2)CC1 (configuration not stated)
40.9,-0.3,-14.4,C=CC(=O)N1c2ccccc2Sc2ccc(NC(=O)OCC)cc21
2.8,-2.6,-22.4,CC(C)n1c(=O)[nH]c2ccccc21
2.0,0.7,-12.5,COc1ccc(OC)c(NS(=O)(=O)c2ccc(NC(C)=O)cc2)c1
8.3,0.8,-21.7,CCC(=O)Nc1cccc(NC(=S)NC(=O)c2ccccc2Cl)c1
5.0,0.0,-6.0,Cc1ccc(-n2ncc3c2CC(C)(C)CC3NC(=O)CCCN2CCCC2=O)cc1 (configuration not stated)
27.0,-0.5,-13.2,COC(=O)CC1COc2ccccc2N1C(=O)c1cccc(C(F)(F)F)c1 (configuration not stated)
46.4,-1.3,-28.5,CCn1c(SCC(=O)N2CCCCCC2)nc2c([nH]c3ccccc32)c1=O
4.6,0.2,-0.3,N=C1/C(=C/c2ccc(OCc3ccccc3F)cc2)C(=O)N=C2SC(CC(=O)N3CCOCC3)=NN12
6.5,-0.8,-11.2,O=c1[nH]oc(O)c1-c1ncc(C(F)(F)F)cc1Cl
30.1,0.2,-27.2,CCn1c2ccc(C)cc2c2nnc(SCCN3CCOCC3)nc21
8.2,-1.0,-4.7,COC(=O)CSc1nc2c(c(C3CC=CCC3)c1C#N)CCC2 (configuration not stated)
9.3,-0.4,-3.5,CCOC(=O)CNC(=O)COc1coc(CN2CCN(c3ccccc3F)CC2)cc1=O
13.7,-0.9,5.0,COc1cc(C2C(C#N)=C(C)NC(C)=C2C#N)cc(OC)c1OC
4.7,1.6,-1.6,COc1ccccc1CCN=C(N)NS(=O)(=O)c1cccs1
13.5,-0.2,3.9,O=[N+]([O-])c1cc(CN2CCCC2)c2cccnc2c1O
30.6,-1.5,-11.9,Cc1ccc(-c2noc(CNC(=O)c3ccoc3C)n2)cc1
19.3,-1.8,-16.6,COc1ccc([N+](=O)[O-])cc1N(CC(=O)NCCSc1ccc(C)cc1)S(C)(=O)=O
1.3,-0.1,-15.7,COc1cccc(C(=O)NCC(=O)NCc2cc(=O)n(C)c(=O)n2C)c1OC
64.4*,1.7,24.3,Cc1c(N2C(=O)/C(=C\c3ccc(N(C)C)cc3)N(C)C2=S)c(=O)n(-c2ccccc2)n1C
18.2,-1.5,-14.3,CCn1c(SCC(=O)N2CCOCC2)nc2c([nH]c3ccccc32)c1=O
-1.1,-3.0,28.7,COc1ccc([C@H]2CC(=O)C=C(c3ccc(F)cc3OCc3ccccc3)C2)cc1
6.4,-0.4,-22.1,COc1ccc(NS(=O)(=O)c2cc(NC(=O)c3ccc(F)cc3)ccc2OC)cc1
19.0,0.4,-15.3,Cc1nc(N[C@@H](Cc2ccccc2)C(=O)O)c2oc3ccccc3c2n1
11.8,-0.8,-3.2,O=C(N/N=C/c1cnc(N2CCCCC2)s1)c1ccc(C(F)(F)F)cc1

More results.
OX1R antag-1,STK33 kinase inh,OX1R antag-2,Molecule
57.5,-0.8,-24.0,O=C(COc1ccc(F)cc1)NNC(=O)c1cc2ccccc2oc1=O
5.5,2.1,-25.8,CCOc1ccc(N2C(=O)CC(N3CCN(c4ccccc4F)CC3)C2=O)cc1 (configuration not stated)
1.1,-1.2,-16.1,COc1cccc(NC(=O)CN2C(=O)CSc3ccc(S(=O)(=O)N4CCC(C)CC4)cc32)c1
5.2,0.1,-5.0,CC1CCN(C(=O)c2ccc(S(=O)(=O)N3CCCCCC3)cc2)CC1
8.2,-2.3,-0.1,CCc1ccc2c(CC(=O)Nc3cccc(S(=O)(=O)N4CCOCC4)c3)coc2c1
23.1,-0.9,-7.2,Cc1cccc(NC(=O)c2cc(Cl)ccc2[N+](=O)[O-])c1
0.7,0.2,-30.2,COc1ccc(CC(=O)Nc2nc(C)cs2)cc1S(=O)(=O)N1CCOCC1
14.1,-2.2,-2.2,CC(C)Oc1ccc(C(=O)NC(Cc2c[nH]c3ccccc23)C(=O)NN)cc1 (configuration not stated)
8.0,0.7,-8.6,COc1ccccc1CN1CC(C(=O)N(C)CCOc2ccccc2)CCC1=O (configuration not stated)
24.5,-1.2,6.1,O=C(NCc1ccco1)C1CCCN(S(=O)(=O)c2cccc3cccnc23)C1 (configuration not stated)
4.9,-0.3,-17.8,COC(=O)C1=C(C)N=C2SC(C#N)=C(N)N2C1c1cccc(OC)c1 (configuration not stated)
4.6,0.9,-0.1,O=C(c1ccc(NC2=NC3CS(=O)(=O)CC3S2)cc1)N1CCN(c2ccc([N+](=O)[O-])cc2)CC1 (configuration not stated)
9.2,.,6.1,CC(C(O)C12CC3CC(CC(C3)C1)C2)N1CCCCC1 (configuration not stated)
18.1,-0.7,-25.8,Cc1ccc(C(C[N+](=O)[O-])c2c(C)cc3ccccn23)cc1 (configuration not stated)
19.3,0.5,-6.6,Nn1c(SCC(=O)Nc2nnc(-c3ccccc3)o2)nnc1C1CC1
5.3,0.5,-4.4,O=C(O)COn1c(-c2ccc(Cl)cc2)nc2ccc(Cl)cc21
14.6,0.8,-4.1,O=c1cc(O)n(C2CCCCCC2)c(=O)[nH]1
25.4,-0.8,-8.6,O=C(Nc1ccc(S(=O)(=O)NC2=NCCCCC2)cc1)c1ccco1
18.7,-5.1,-4.2,CCOC(=O)c1sc(NC(=O)CSc2nc3c(cc2C#N)CCCCCC3)c(C#N)c1C
9.5,-0.3,-1.7,FC(F)(F)c1cccc(NC(=S)NNC(=S)Nc2cccc(C(F)(F)F)c2)c1
2.5,-1.1,0.0,CCOC(=O)N1CCN(C(=S)NC(=O)c2cncc(Br)c2)CC1
49.6,-1.0,-12.7,Cc1csc(NC(=O)CSc2nnc(-c3ccoc3C)n2C(C)c2ccccc2)n1 (configuration not stated)
22.6,-0.2,-12.6,COCCC(=O)N(Cc1ccc2c(c1)OCO2)C(C(=O)NC1CCCCC1)c1ccncc1 (configuration not stated)
13.7,0.0,-4.6,CCn1ncc(C2=NOC(C(=O)NCc3ccc(Cl)cc3)C2)c1C (configuration not stated)
25.4,-3.9,-21.1,CC(NC(=O)COc1cc(=O)n(C)c2ccccc12)c1ccc2c(c1)OCCO2 (configuration not stated)

Of the compounds above, two contain a COOH group:
OX1R antag-1,STK33 kinase inh,OX1R antag-2,Molecule
19.0,0.4,-15.3,Cc1nc(N[C@@H](Cc2ccccc2)C(=O)O)c2oc3ccccc3c2n1
5.3,0.5,-4.4,O=C(O)COn1c(-c2ccc(Cl)cc2)nc2ccc(Cl)cc21

Following part
OX1R antag-1,STK33 kinase inh,OX1R antag-2,Molecule
27.6,-1.4,-14.9,O=[N+]([O-])c1cccc(-c2ccc(SCc3ccccn3)nn2)c1
5.3,-0.7,-17.5,Cc1ccc(S(=O)(=O)N2CCCC(C)C2)cc1 (configuration not stated)
13.2,-0.1,-16.1,O=C(NCCc1cccnc1)c1cc(COc2ccc(F)cc2F)on1
5.7,-0.8,-19.1,COc1cc(C(=O)O/N=C(\N)c2ccccn2)cc(OC)c1OC
7.3,-1.4,-21.1,COc1cccc(OCCn2c(C)c(/C=N/n3cnnc3)c3ccccc32)c1
9.5,-0.5,-15.9,CCCC(=O)Nc1ccc2nc(SCC(=O)N3CCCC3)sc2c1
3.8,-1.6,-12.2,CC(C)(CC(=O)O)CC(=O)NCc1c(Cl)cccc1Sc1ccc(Cl)cc1
17.9,0.6,-25.8,O=c1cc(NCc2ccccc2)nc2n1CCCS2
-0.4,-1.6,-9.0,Cc1cnc(CNC(=O)C2CCC(=O)N(CCc3cccc(F)c3)C2)[nH]1 (configuration not stated)
34.7,0.3,7.7,O=[N+]([O-])c1cc(S(=O)(=O)N2CCCCCC2)ccc1F
-1.4,-0.2,-10.9,CCCC(=O)N1CCN(c2nc3c(OC)ccc(Cl)c3s2)CC1
1.4,0.3,-24.7,O=C(Nc1ccnn1C1CCN(C2CCCC2)CC1)c1ccccc1Cl
63.1*,0.0,12.0,O=C(CCN=C1NS(=O)(=O)c2ccccc21)OCc1nnc(-c2ccc([N+](=O)[O-])cc2)o1
13.3,0.0,-5.4,Fc1ccc(-c2ccnc3nc(N4CCOCC4)nn23)cc1
8.4,-1.0,-35.6,CNc1nc(Cl)c(SC)c(NCc2cccc(OC)c2)n1
4.2,-2.2,13.8,Cc1ccc(C)c(S(=O)(=O)NCc2ccc(C(=O)NCc3ccco3)cc2)c1
10.2,-2.8,-12.8,O=C(NC1CCCC1)c1c[nH]c2ccc(F)cc2c1=O
-1.6,-0.5,30.3,CCN(C(=O)COC(=O)CNC(=O)c1ccc(Cl)cc1Cl)c1c(N)n(Cc2ccccc2)c(=O)[nH]c1=O
10.4,-0.7,14.6,NC(=S)Nc1c(Cl)cccc1Cl
12.2,0.5,1.1,C=CCN1C(=NC(=O)CCC)SC2CS(=O)(=O)CC21 (configuration not stated)
2.0,0.4,-50.3,Fc1ccc(-c2cc(C(F)(F)F)nc(-n3cc(Cl)cn3)n2)cc1
30.1,-0.5,-26.8,COc1cccc(C2C(C(=O)c3cc4cccc(OC)c4o3)=C(O)C(=O)N2c2cc(C)on2)c1OC (configuration not stated)
15.7,-2.1,-24.9,CC(C)[C@H](NC(=O)[C@@H]1Cc2ccccc2CN1)C(=O)Nc1ccc2c(c1)OCCO2
7.3,-1.8,-10.7,Cc1nn(Cc2ccccc2Cl)c(C)c1NC(=O)/C=C/c1cnn(C)c1
-3.8,-1.2,-4.1,O=C(c1cnc2n(c1=O)CCS2)N1CCCc2ccccc21

The listing continues.
OX1R antag-1,STK33 kinase inh,OX1R antag-2,Molecule
35.5,-1.0,-24.1,CC1CC(C)(C)NC(=S)N1CCCC(=O)N1CCN(c2ccc(F)cc2)CC1 (configuration not stated)
18.4,-0.1,-30.0,Cc1ccc(S(=O)(=O)C2(C(=O)Nc3ccc(C(C)C)cc3)CC2)cc1
19.1,1.1,9.4,COc1cc(NS(=O)(=O)c2ccc(NC(=S)NC(=O)c3ccc(F)c(F)c3)cc2)nc(OC)n1
4.9,2.6,-18.4,O=C(c1ccc(-c2ccccc2Cl)o1)N1CCCC(C(F)(F)F)C1 (configuration not stated)
15.1,-1.6,5.3,Cc1cccc(N)c1SC1CCCCC1O (configuration not stated)
32.0,.,-8.1,CN=Cc1c(NC)nc2c(C)cccn2c1=O
11.6,0.8,-16.6,CSc1ccc(CN(C)C(=O)CN2C(=O)NC3(CCCC3)C2=O)cc1
13.7,.,-22.8,CN(C)C(CNC(=O)CSc1nc2sc3c(c2c(=O)n1C)CCC3)c1ccccc1 (configuration not stated)
2.1,-0.7,-38.0,COc1cc(Cl)cc(/C=C/c2ccc3cccc(O)c3n2)c1OC
12.9,-0.8,-5.5,CC(C)OCCCNS(=O)(=O)c1ccc2c(c1)OCCO2
24.2,-0.7,10.1,Nc1cc(=O)[nH]c(SCCSc2ccccc2F)n1
15.6,-0.8,2.0,Cc1cccc(N(C)C(=O)c2coc(=O)c3ccccc23)c1
12.7,-2.2,-22.1,CCOC(=O)c1cnc2cc(C)ccn2c1=O
15.9,-1.2,-5.3,Nc1c(C(=O)Nc2ccc(F)cc2)sc(=S)n1-c1ccccc1F
18.3,-0.1,-30.8,CCc1noc(C)c1C(=O)N(CC)c1nc2c(C)cccc2s1
18.0,-1.8,-8.2,Cc1cccc(CS(=O)(=O)Cc2ccc(C(=O)NCc3cccnc3)o2)c1
6.8,-0.1,-12.6,Cc1ccc(-c2cc(C(=O)NCc3ccc4c(c3)OCO4)[nH]n2)c(O)c1C
15.1,-2.0,-15.1,CC(Oc1ccc(Cl)cc1)c1ccnn1S(=O)(=O)c1ccc(Cl)cc1 (configuration not stated)
36.3,-0.6,-13.6,CCN(c1ccccc1)S(=O)(=O)c1ccc(NCC2COc3ccccc3O2)nc1 (configuration not stated)
14.9,1.3,-18.4,CCCOc1ccc(C(=O)NC(=S)NCc2cccnc2)cc1
7.0,0.8,-16.1,CC(=O)Nc1cc(C(F)(F)F)ccc1OCCOc1ccccc1
62.2*,-0.2,26.8,COc1ccc(OC)c(NC(=O)c2cc(-c3cc(C)cc(C)c3O)n[nH]2)c1
4.4,1.0,-16.9,O=C(NCCC1=CCCCC1)C1CCC(CNc2c(N3CCCC3)c(=O)c2=O)CC1 (configuration not stated)
45.3,-1.9,4.8,CC[n+]1ccc(C[n+]2ccccc2)c2ccccc21

Some of these compounds in order of SMILES length, ascending.
OX1R antag-1,STK33 kinase inh,OX1R antag-2,Molecule
15.1,-1.6,5.3,Cc1cccc(N)c1SC1CCCCC1O (configuration not stated)
12.9,-0.8,-5.5,CC(C)OCCCNS(=O)(=O)c1ccc2c(c1)OCCO2
7.0,0.8,-16.1,CC(=O)Nc1cc(C(F)(F)F)ccc1OCCOc1ccccc1
2.1,-0.7,-38.0,COc1cc(Cl)cc(/C=C/c2ccc3cccc(O)c3n2)c1OC
11.6,0.8,-16.6,CSc1ccc(CN(C)C(=O)CN2C(=O)NC3(CCCC3)C2=O)cc1
36.3,-0.6,-13.6,CCN(c1ccccc1)S(=O)(=O)c1ccc(NCC2COc3ccccc3O2)nc1 (configuration not stated)
62.2*,-0.2,26.8,COc1ccc(OC)c(NC(=O)c2cc(-c3cc(C)cc(C)c3O)n[nH]2)c1
